Source: PubChem
L3MBTL1 inh = inhibitors of human L3MBTL1 | Q9Y468 | AlphaScreen L3MBTL1–H3K9me1 peptide binding | Potency, µM (top dose mostly 57.1 µM), for inactives: at the highest dose activity, negative = inhibition, usual class: inhibitors | 0.66% of 230,000 active | AID 485360; further: nearly all actives have a fitted effect of over 60% in size
Target sequence (Q9Y468 whole entry, looked up): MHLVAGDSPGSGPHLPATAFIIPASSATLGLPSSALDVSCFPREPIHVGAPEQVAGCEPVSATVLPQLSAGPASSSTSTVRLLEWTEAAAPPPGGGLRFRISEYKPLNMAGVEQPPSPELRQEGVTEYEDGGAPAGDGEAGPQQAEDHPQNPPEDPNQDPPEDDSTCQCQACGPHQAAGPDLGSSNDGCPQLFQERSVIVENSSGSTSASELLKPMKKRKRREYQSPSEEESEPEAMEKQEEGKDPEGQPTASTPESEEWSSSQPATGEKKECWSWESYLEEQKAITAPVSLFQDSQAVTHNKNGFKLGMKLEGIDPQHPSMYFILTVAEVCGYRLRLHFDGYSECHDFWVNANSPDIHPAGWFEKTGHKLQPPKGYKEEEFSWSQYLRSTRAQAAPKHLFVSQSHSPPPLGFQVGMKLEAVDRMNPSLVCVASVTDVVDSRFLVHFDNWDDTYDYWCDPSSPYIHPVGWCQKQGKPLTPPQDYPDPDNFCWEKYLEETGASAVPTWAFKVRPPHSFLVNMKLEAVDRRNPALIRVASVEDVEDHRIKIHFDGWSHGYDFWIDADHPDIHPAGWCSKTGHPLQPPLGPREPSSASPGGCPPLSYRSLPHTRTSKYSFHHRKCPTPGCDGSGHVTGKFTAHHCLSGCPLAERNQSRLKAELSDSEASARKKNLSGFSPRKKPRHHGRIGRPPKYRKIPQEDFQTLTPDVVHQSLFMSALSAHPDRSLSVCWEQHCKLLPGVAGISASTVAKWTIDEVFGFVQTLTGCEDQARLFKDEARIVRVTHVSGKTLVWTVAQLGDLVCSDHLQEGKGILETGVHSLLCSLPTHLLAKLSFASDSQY
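Read-out is AlphaScreen signal from streptavidin donor and nickel chelate acceptor beads (10 ug/mL final each) bridging L3MBTL1 (50 nM) and biotinylated K9-monomethylated H3(1-15) peptide (75 nM), after 30 min compound exposure at room temperature.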
RGS12 GoLoco inh = blocks human Gai1 binding to RGS12 GoLoco peptide, red readout; Gai1:RGS12 GoLoco peptide FP, rhodamine, 10 min; AID 880; Potency, µM (series often up to 61.6 µM), for inactives: top-dose activity, negative = inhibition, usual class: inhibitors; 0.44% of 230,000 active; P63096; active means well fitted inhibition curve with a large enough effect, not every such curve was filed as active; inactive means no such curve, though single readings can be large or run the other way; further: nearly all actives have a fitted effect of over 30% in size; many of its hits are not listed in these tables
RECQ1 inh = blocks DNA unwinding by human RECQ1 | P46063 | RECQ1 DNA unwinding, red fluorescence kinetic read | Potency, µM (highest dose often 57.3 µM), for the others: at the top dose activity, negative = inhibition, actives largely listed as inhibitors | 0.54% of 240,000 active | AID 2549;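 further: plate controls were vehicle for no effect and no enzyme for full effect; nearly all actives have a fitted effect of over 30% in size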
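RECQ1T1 50 nM; forked duplex (20 bp + 30-nt ss tails) 200 nM, ATP 2 mM final; pH 8.0, 2 mM MgCl2, 2.5 ug/ml poly(dI-dC); 15 min compound preincubation; discontinuous kinetic read over 2 h at RT.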
GAA spleen mod = inhibits or activates alpha-glucosidase in human spleen homogenate; 0.006% of 240,000 active; AID 2112; Potency, µM (top dose mostly 79.9 µM), for the others: at the top dose activity change, negative = inhibition, hits mostly inhibitors; human spleen homogenate, 4-MU-alpha-glucoside fluorescence; P10253;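 further: 0% = enzyme with vehicle and -100% = no enzyme basal signal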
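Human spleen homogenate (1 ug) with 4-methylumbelliferyl-alpha-D-glucopyranoside (1 mM final) in 50 mM citrate/phosphate pH 5.0, 0.01% Tween-20; 40 min at 37 C. Stopped at pH 10; 4-MU fluorescence Ex 365/Em 440 nm; AC50 by Hill fit.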
TexasRed fluor = Texas Red fluorescence interference in TRb-SRC2 counter-screen. Potency, µM (highest dose often 106 µM), for the others: top-dose fluorescence change, negative = quenching. 0.29% of 280,000 active. TRb/SRC2 Texas Red total fluorescence interference; active means well fitted curve in either direction with a large enough effect; inconclusive means small, poorly fitted or top-dose-only effect
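Flags fluorescent or light-absorbing compounds by total fluorescence, S + 2P, at 555 nm excitation and 632 nm emission. Mixture: 20 nM Texas Red SRC2 peptide, 0.6 uM human TRb LBD, 1 uM T3, 5% DMSO; compound exposure 5 h at ambient temperature.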
TRb-SRC2 inh = TRbeta-SRC2 interaction inhibition; TRbeta-SRC2 peptide binding, fluorescence polarization; receptor liganded with 1 µM T3; Potency, µM (highest dose often 106 µM), inactives show top-dose activity change, negative = inhibition, hits mostly inhibitors; 0.065% of 280,000 active; AID 1469;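 further: plate controls were bound peptide for no effect and peptide without receptor for full effect; nearly all actives have a fitted effect of over 50% in size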
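Fluorescence polarization of 20 nM Texas Red SRC2 peptide with 0.6 uM human TRb ligand-binding domain, in Tris buffer with 1uM T3 and 5% DMSO. Incubated 5 hr ambient; normalized to unbound and bound controls.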
GAA inh = blocks human lysosomal alpha-glucosidase | Potency, µM (highest dose often 76.9 µM), for inactives: at the top dose activity change, negative = inhibition, actives largely listed as inhibitors | 0.005% of 200,000 active | P10253 | purified human GAA, 4-MU-alpha-glucoside fluorescence;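 further: plate controls were uninhibited enzyme wells for no effect and no-enzyme background for full effect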
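Activity normalized between no-enzyme (basal) and enzyme-only wells. Conditions: 4 nM human enzyme, 400 uM fluorogenic substrate, citrate/phosphate pH 5.0 with Tween-20, 20 min room temperature, compounds up to 77 uM.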
GAA glycogen mod = alters human alpha-glucosidase cleavage of glycogen; P10253; Potency, µM (doses to about 76.4 µM), inactives show top-dose activity change, negative = inhibition, hits mostly inhibitors; AID 2100; recombinant GAA, glycogen substrate, Amplex Red glucose oxidase fluorescence; 0.38% of 300,000 active;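 further: 0% = full enzyme reaction and -100% = no-enzyme basal signal; the screen sought inhibitors and activators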
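Recombinant human alpha-glucosidase (4 nM final) hydrolysed bovine liver glycogen (30 ug) for 40 min at 37 C in pH 5.0 citrate/phosphate with 0.01% Tween-20. Released glucose detected by glucose oxidase/Amplex Red, Ex 573/Em 610 nm. Compounds up to 77 uM; AC50 from Hill fits.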
* marks the source's active call; other numbers are inactive results; i = inactive; ? = inconclusive; . = not tested or not shown; [ ] = dose if it differs, or a comment. Unless noted, the call rests on the fitted dose curve; in most records, active means well fitted curve in the direction sought with a large enough effect; inconclusive means small, poorly fitted or top-dose-only effect, or another doubt; inactive means no such curve, though single readings can be large; an effect the other way counts as inactive or inconclusive. Unless noted, on the % scale 0 is the no-effect control and ±100 the full control effect; potency means the concentration at half of the fitted maximal effect.

SMILES	L3MBTL1 inh	RGS12 GoLoco inh	RECQ1 inh	GAA spleen mod	TexasRed fluor	TRb-SRC2 inh	GAA inh	GAA glycogen mod
COc1ccccc1NC(=S)NCc1cccnc1	3%	0%	i	2%	-2%	-7%	11%	-9%
COc1ccc(C2C=C(C34CC5CC(CC(C5)C3)C4)NC(=S)N2)cc1 (stereo not drawn)	-2%	9%	-12%	-21%	0%	-14%	-3%	-19%
C=C/C(C)=C/[C@@]1(C)SC(=O)C(C)=C1O	.	7%	8.9µM*	5%	-8%	4%	.	.
COC(=O)c1ccc(C2NC(=O)NC(C)=C2C(=O)N(C)C)cc1 (stereo not drawn)	.	4%	-1%	-3%	2%	-12%	2%	-9%
CC(C)(C)c1cc[n+](CC(=O)Nc2cc(C(F)(F)F)ccc2N2CCOCC2)cc1	4%	-17%	i	-1%	0%	-1%	0%	-3%
CC1(C)CC(=O)c2sc(NC(=O)C(C)(C)C)nc2C1	14%	0%	i	-3%	-3%	-2%	?	-1%
COCCN1CCc2[nH]c(=S)[nH]c(=O)c2C1	5%	-12%	-1%	-1%	-38%	0%	-11%	11%
CCOC(=O)c1c(NC(=O)CN2C(=O)NC(C)(c3ccc(Cl)cc3)C2=O)sc(C(=O)NC)c1C (stereo not drawn)	4%	-1%	0%	-3%	1%	-15%	0%	3%
Cc1cccc(C(=O)Oc2ccccc2-c2nnco2)c1	.	-6%	i	-4%	-3%	-8%	-3%	6%
O=C(CSCC(=O)OCn1nnc2ccccc2c1=O)Nc1ccc(Cl)cc1	3%	-7%	0%	-4%	-1%	-7%	?	1%
Cc1c(NC(=O)/C(=C\c2ccccc2)NC(=O)c2ccccc2)c(=O)n(-c2ccccc2)n1C	2%	14%	0%	-6%	0%	-1%	1%	4%
Cc1ccc(C(C2=C(O)CC(C)(C)CC2=O)C2C(=O)CC(C)(C)CC2=O)s1 (stereo not drawn)	2%	1%	11%	4%	-2%	5%	-1%	-19%
CSCC(=O)Nc1ccc(F)c(Cl)c1	5%	8%	-1%	-1%	-2%	1%	.	6%
COc1cccc2c(SCC(=O)N/N=C/c3ccc(O)cc3O)cc(C)nc12	?	15%	-7%	-1%	-2%	-3%	1%	-1%
Cc1cc(C)n2nc(C(=O)NNC(=O)c3ccc(Cl)cc3)nc2n1	.	0%	i	-3%	0%	11%	.	-3%
CC(C)CC(=O)Nc1ccc(Oc2ccc(NC(=O)CC(C)C)cc2)cc1	-9%	-2%	0%	-5%	0%	-1%	5%	-8%
O=C(NNc1ccccc1F)c1ccccc1	5%	2%	0%	3%	-2%	-5%	.	?
COc1cc(/C=C2\SC(=Nc3c(C)n(C)n(-c4ccccc4)c3=O)NC2=O)ccc1O	-3%	-8%	-3%	-21%	-8%	10%	?	-27%
COc1ccccc1N1CCN(C(=O)c2ccc(Br)s2)CC1	-5%	0%	-10%	5%	1%	-5%	-13%	0%
Cc1cccc(CN2CCN(CC(=O)NCCCN3CCN(c4ccc(F)cc4)CC3)C2=O)c1	.	4%	17%	-1%	-6%	-2%	-3%	4%
O=C(N/N=C/c1ccc(Cl)cc1)Nc1ccccc1	6%	1%	-12%	-8%	0%	6%	3%	-11%
O=C(/C=C/c1cccs1)Nc1ccc(N2CCOCC2)c(S(=O)(=O)Nc2cc(Cl)ccc2Cl)c1	-4%	102%[activator]	-1%	-1%	-1%	7%	-13%	-7%
COc1ccc(C(=O)N/N=C/c2sc(N3CCOCC3)nc2-c2ccccc2)cc1OC	-12%	8%	-25%	-12%	-4%	-5%	-9%	0%
COC(=O)C1=C(C)N(C)C(C)=C(C(=O)OC)C1c1ccc(Cl)cc1	.	9%	6%	-1%	-1%	-8%	-2%	-7%
Cc1cc(N)c2ccccc2[n+]1CCCCCCCCCC[n+]1c(C)cc(N)c2ccccc21	.	4%	?	1%	-7%	-1%	.	.
CCC(C)(C(=O)NC1CCCC1)N(C)C(=O)c1ccccn1 (stereo not drawn)	.	-21%	i	0%	3%	-2%	1%	4%
COc1ccc(S(=O)(=O)CCC(=O)NCCc2cccc(C)c2)cc1	.	-2%	-2%	-4%	-3%	-5%	-2%	-9%
COc1cc(-n2nnnc2SCC(=O)N2CCN(c3ccc(F)cc3)CC2)c(OC)cc1Cl	-23%[11.4 µM]	19%	i	-7%	4%	-12%	-18%	-7%
CCOC(=O)C1(C)Oc2ccc(S(=O)(=O)CC)cc2NC1=O (stereo not drawn)	.	2%	-4%	2%	1%	-10%	-3%	-6%
CNC(=O)CSc1nnc(-c2ccccc2)n1C	6%	7%	i	4%	0%[53 µM]	2%[53 µM]	8%	3%
Cc1ccc(NC(=S)NCc2cccn2C)cc1	.	9%	i	-5%	1%	5%	4%	-14%
CNC(=S)N/N=C/c1c(C)cccc1Cl	-7%	6%	i	5%	-2%	4%	-1%	-12%
O=C(N/C(=C\c1cccnc1)c1nc2ccccc2[nH]1)c1cccc(Br)c1	-3%	1%	-5%	-7%	-4%	0%	1%	12%
CCCc1cc(=O)oc2cc(OCc3cc(OC)c(OC)c(OC)c3)c(Cl)cc12	7%	-4%	-4%	-12%	2%	-2%	4%	9%
CSCC[C@H](NC(=O)OC(C)(C)C)C(=O)N/N=C/c1cccc2cccnc12	-3%	11%	-7%	-3%	-3%	-2%	-5%	1%
Clc1ccc(-c2cc(COc3ccc4ccccc4c3)no2)cc1	3%	0%	-3%	1%	1%	4%	-1%	-2%
CCCCOCCCNC(=O)Cc1ccccc1OC	6%	8%	-7%	2%	-4%	-21%	-1%	-1%
CCOc1ccc2nc(NCCNC(=O)Nc3ccccc3)c(C#N)cc2c1	.	11%	12%	-5%	1%	-4%	5%	7%
CCCCC/C=C\C\C=C/C=C/C=C/[C@@H](SC[C@H](N)C(=O)NCC(=O)O)[C@@H](O)CCCC(=O)O	.	-2%	0%	9%	0%	-7%	.	.
CCS(=O)(=O)N1Cc2ccccc2CC1C(=O)Nc1nc2ccccc2s1 (stereo not drawn)	?	28%	5%	-10%	-5%	6%	-22%	-1%
COc1cc(OC)cc(C(=O)NNC(=O)Cc2ccc(OC)c(S(=O)(=O)N3CCOCC3)c2)c1	45%[activator]	-25%	-1%	-1%	?	-7%[53 µM]	-2%	11%
COC(=O)c1ccc(C(NC(=O)OCc2ccccc2)/C(=C/[C@@H](C)C(=O)NCc2cc(C)n(C)n2)c2cccnc2)cc1 (stereo partly drawn)	.	7%	-4%	5%	-5%	2%	.	.
Cc1cc(NC(=O)CSc2ncnc3sccc23)no1	-9%	3%	0%	-22%	-7%	6%	-1%	-1%
Cc1c(Cl)cccc1NC(=O)CCCCCN1C(=O)CCC1=O	-4%	1%	-10%	1%	1%	-3%	1%	-7%
Cc1ccc(CCN2C(=O)CCC2(C)C(=O)NC2CCCC2)cc1 (stereo not drawn)	2%	7%	-11%	0%	-1%	6%	1%	1%
N#Cc1c(-c2ccc(Cl)cc2)ccn2nc(C3CCCCC3)nc12	.	4%	-13%	-5%	1%	3%	?	-6%
Cc1ccccc1C(=O)NC1CCN(CC(=O)Nc2nccs2)CC1	3%	18%	-9%	-6%	-8%	5%	-2%	0%
Fc1ccc(Nc2nc3ccccc3s2)cc1	-1%	15%	0%	-10%	-6%	-6%	6%	-26%
CCN(CC)c1ccc(NS(=O)(=O)c2ccc3c(c2)oc(=O)n3C)c(C)c1	-29%	-6%	-10%	-4%	-5%	-2%	0%[15.4 µM]	?
COc1ccc(OC(C)C(=O)Nc2ccccc2C(F)(F)F)cc1 (stereo not drawn)	7%	-8%	-1%	5%	-7%	-3%	3%	-3%
CCCc1nc(SCc2cccnc2)c2c(=O)n(C)c(=O)n(C)c2n1	-13%	2%	-1%	-4%	-2%	-7%	-6%	4%
COc1ccc2nc(NC(=O)CSc3nnnn3C3CCCCC3)sc2c1	.	-1%	-4%	-1%	2%	-3%	-1%	-3%
CC(C)(Oc1ccc(Cl)cc1)C(=O)Nc1ccncc1	0%	-1%	-3%	8%	-1%	-11%	-6%	1%
Cc1oc2c(c1C(=O)N1CCC(C)CC1)C(=O)c1ccccc1C2=O	-5%	-16%	-5%	-2%	-1%	8%	-1%	14%
CCc1ccc(C(=O)c2cn(CC(=O)Nc3cccc(OC)c3)c3ccc(OC)cc3c2=O)cc1	-3%	.	.	.	-1%	-1%	.	-13%[76.3 µM]
COc1cccc(Nc2ccccc2C(=O)O)c1	5%	8%	14%	0%	1%	2%	7%	1%
N#Cc1c(-c2ccccc2)cc(-c2ccccc2)nc1Br	41%[activator]	7%	-7%	-12%	0%	3%	-1%	7%
CCOc1ncccc1C(=O)NCc1ccc(OC)c(OC)c1	4%	1%	-2%	-7%	7%	4%	-2%	5%

A draw from above in order of number of heavy atoms, falling:
SMILES	L3MBTL1 inh	RGS12 GoLoco inh	RECQ1 inh	GAA spleen mod	TexasRed fluor	TRb-SRC2 inh	GAA inh	GAA glycogen mod
CCc1ccc(C(=O)c2cn(CC(=O)Nc3cccc(OC)c3)c3ccc(OC)cc3c2=O)cc1	-3%	.	.	.	-1%	-1%	.	-13%[76.3 µM]
CCCc1nc(SCc2cccnc2)c2c(=O)n(C)c(=O)n(C)c2n1	-13%	2%	-1%	-4%	-2%	-7%	-6%	4%
COc1ccc(OC(C)C(=O)Nc2ccccc2C(F)(F)F)cc1 (stereo not drawn)	7%	-8%	-1%	5%	-7%	-3%	3%	-3%
N#Cc1c(-c2ccccc2)cc(-c2ccccc2)nc1Br	41%[activator]	7%	-7%	-12%	0%	3%	-1%	7%
COc1cccc(Nc2ccccc2C(=O)O)c1	5%	8%	14%	0%	1%	2%	7%	1%

The list is partial; count on the stated rates, not on these rows.
